# High-throughput results deposited in PubChem by several laboratories.
# AHR activator: human AHR activation; P35869; AHR-responsive luciferase reporter cells, luminescence; activation, % at 5 µM; hit rate 2.5% among 320,000; AID 2796; in the data active means activation above about 47%;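 further: 0% = vehicle wells and 100% = reference agonist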
# GLD-1 RNA inh: GLD-1-TGE RNA interaction inhibition (C. elegans); purified GLD-1 + fluorescein TGE RNA, fluorescence polarization; Q17339; inhibition, % at 5.96 µM; hit rate 0.44% among 320,000; AID 2280;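 active means percent inhibition above a per-plate cutoff, the plate mean of test compounds plus 3 SD, cut at about 30% in these data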;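 further: 0% = DMSO wells with GLD-1 and probe and 100% = wells lacking GLD-1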
# Target sequence (Q17339 whole entry, looked up): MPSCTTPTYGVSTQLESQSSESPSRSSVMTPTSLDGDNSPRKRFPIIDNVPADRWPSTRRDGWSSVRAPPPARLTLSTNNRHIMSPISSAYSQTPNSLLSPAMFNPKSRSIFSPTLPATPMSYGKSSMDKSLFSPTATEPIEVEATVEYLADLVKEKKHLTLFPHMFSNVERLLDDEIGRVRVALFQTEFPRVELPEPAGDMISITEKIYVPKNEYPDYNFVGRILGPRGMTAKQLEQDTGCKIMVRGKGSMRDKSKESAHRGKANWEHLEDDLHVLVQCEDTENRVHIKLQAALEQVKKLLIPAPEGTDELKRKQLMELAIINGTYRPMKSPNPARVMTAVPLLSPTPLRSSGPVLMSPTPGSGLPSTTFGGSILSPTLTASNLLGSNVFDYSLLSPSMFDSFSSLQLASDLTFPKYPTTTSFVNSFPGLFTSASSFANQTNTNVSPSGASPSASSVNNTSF
# MCL1 BIM primary: inhibitors of human MCL1 binding to BIM-BH3 peptide; Q07820; GST-MCL1 / FITC-Bim-BH3 fluorescence polarization; inhibition, % at 10.9 µM; hit rate 0.68% among 320,000; AID 2057;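 active means inhibition above the mean inhibition of all tested compounds plus 3 SD, set per campaign, cut at about 40% in these data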;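 further: 0% = DMSO wells and 100% = unlabeled Bim-BH3 peptide control; higher means more loss of mP so more displacement of Bim peptide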
# Target sequence (Q07820 whole entry, looked up): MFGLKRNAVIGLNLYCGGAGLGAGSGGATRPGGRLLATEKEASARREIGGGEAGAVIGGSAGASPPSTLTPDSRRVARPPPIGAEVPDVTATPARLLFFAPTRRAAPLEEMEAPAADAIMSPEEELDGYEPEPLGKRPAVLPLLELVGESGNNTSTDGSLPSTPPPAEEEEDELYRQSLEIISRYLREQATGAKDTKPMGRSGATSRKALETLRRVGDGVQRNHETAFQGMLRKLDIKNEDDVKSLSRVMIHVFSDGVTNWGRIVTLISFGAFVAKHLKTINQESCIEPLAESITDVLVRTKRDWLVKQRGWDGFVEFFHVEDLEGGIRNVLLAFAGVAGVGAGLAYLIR
# MEX-5 binding: C. elegans MEX-5 TCR-2 RNA binding activity; MEX-5/FITC-TCR2 RNA binding, fluorescence polarization; active compounds read low; AID 1832; activity score (negative = inhibition of binding), % at 10 µM; hit rate 0.38% among 300,000;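 active means inhibition past about -25% in most replicates, and total fluorescence under double the plate's negative control median, limit read from the data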;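 further: 0% = DMSO and -100% = 5 µM competing unlabeled TCR2 RNA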
# BCLXL inh: inhibitors of human Bcl-xL; Q07817; GST-Bcl-xL / FITC-Bim BH3 peptide fluorescence polarization; inhibition, % at 10.9 µM; hit rate 0.7% among 320,000; AID 2129;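 active means inhibition above the mean of all tested compounds plus 3 SD, cutoff set per campaign, cut at about 30% in these data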;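 further: 0% = DMSO wells and 100% = unlabeled Bim-BH3 peptide competitor; inhibitors lower millipolarization by displacing the labeled peptide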
# PME-1 primary: PME-1 (human) inhibition; Q9Y570; recombinant PME-1, FP-Rh probe fluorescence polarization; inhibition, % at 5.9 µM; hit rate 0.53% among 320,000; AID 2130;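 active means inhibition above the campaign mean of all compounds plus 3 SD, cut at about 26% in these data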;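 further: competitive labeling of PME-1 active site by serine hydrolase directed probe; 0% = PME-1 with DMSO and 100% = wells lacking PME-1 enzyme; inhibitors block probe labeling so polarization falls and inhibition rises; many of its hits are not listed in these tables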
# PAFAH1B2 FP inh: blocks human PAF acetylhydrolase 1b catalytic subunit 2 | P68402 | recombinant PAFAH1B2, FP-rhodamine activity probe, fluorescence polarization | inhibition, % at 3.39 µM | hit rate 1.2% among 340,000 | AID 492953;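 active means inhibition above the mean of all tested compounds plus 3 SD, cut at about 24% in these data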;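 further: 0% = enzyme with DMSO and 100% = wells lacking PAFAH1B2; many of its hits are not listed in these tables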
# Target sequence (P68402 whole entry, looked up): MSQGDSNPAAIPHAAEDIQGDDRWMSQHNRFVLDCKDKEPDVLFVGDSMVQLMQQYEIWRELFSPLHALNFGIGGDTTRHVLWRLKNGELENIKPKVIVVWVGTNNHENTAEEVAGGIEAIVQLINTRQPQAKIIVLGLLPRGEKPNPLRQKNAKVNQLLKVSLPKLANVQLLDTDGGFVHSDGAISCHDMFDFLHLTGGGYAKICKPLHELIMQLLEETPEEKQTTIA
# pPAFAH FP inh: inhibitors of human plasma PAF acetylhydrolase (pPAFAH) | recombinant pPAFAH, FP-rhodamine probe fluorescence polarization | hit rate 1.5% among 330,000 | Q13093 | inhibition, % at 3.39 µM | AID 463082;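 active means inhibition above the mean inhibition across the screen plus 3 SD, cut at about 25% in these data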;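 further: inhibitors block binding of the rhodamine activity-based probe so polarization drops; 0% = enzyme with DMSO and 100% = wells lacking pPAFAH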
# Fam108B counter: counter-screen for RBBP9 inhibitors: inhibitors of mouse Fam108B | recombinant Fam108B, FP-Rh probe fluorescence polarization | inhibition, % at 9.51 µM | hit rate 0.33% among 300,000 | AID 1947;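 active means inhibition above the screen mean inhibition plus 3 SD, computed separately per campaign, cut at about 18% in these data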;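 further: inhibitors lower polarization as less probe binds the enzyme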
# An asterisk follows results filed as active; nt = no result given. An excerpt; count on the stated rates, not on these rows.
SMILES,AHR activator,GLD-1 RNA inh,MCL1 BIM primary,MEX-5 binding,BCLXL inh,PME-1 primary,PAFAH1B2 FP inh,pPAFAH FP inh,Fam108B counter
CCOC(=O)c1ccc(N2C(=O)C(O)=C(C(C)=O)C2c2ccccc2)cc1 (stereo unspecified),0.1,0.8,-5.9,-1.0,-2.4,-5.7,0.6,-5.4,-1.5
CCOC(=O)C1CCN(c2ccc([N+](=O)[O-])cc2)CC1,3.3,5.9,5.2,-2.0,3.9,-2.0,5.6,-1.5,0.4
CC(=O)c1ccc(N2CCN(C(=O)c3ccc(C(=O)c4ccccc4)cc3)CC2)cc1,0.6,5.5,-2.6,nt,0.6,0.7,2.5,-3.1,nt
Fc1ccc(CNc2nc(-c3ccco3)cc(C(F)(F)F)n2)cc1,1.3,-3.6,-0.3,0.8,-5.7,-0.8,2.0,13.0,-3.9
CC(C)[C@H](NC(=O)c1cc2cc(Cl)ccc2n1C)C(=O)N[C@@H](C(=O)O)c1ccccc1,12.9,0.3,-4.2,1.6,-2.9,-5.6,6.0,11.2,-1.0
COC(=O)c1ccc(NC(=O)Cn2nc(-c3ccncc3)nc2SCC(=O)Nc2nccs2)cc1,-2.2,0.3,-15.0,-3.1,-9.0,-26.8,2.2,2.5,-18.7
CC1OC(OC2C(Oc3c(-c4ccc(O)cc4)oc4cc(O)cc(O)c4c3=O)OC(COC3O[C@@H](C)[C@H](O)[C@@H](O)C3O)C(O)C2O)C(O)C(O)C1O (stereo partly specified),0.0,0.1,0.7,-1.5,2.6,5.9,-0.6,2.1,0.6
Cc1cc(OCCn2cnc3ccccc3c2=O)ccc1[N+](=O)[O-],-6.3,1.5,4.8,-3.2,8.4,5.4,1.3,2.1,0.5
CCOC(=O)C1=C(C)N(C)C(C)=C(C(=O)OCC)C1c1ccsc1,1.4,11.3,1.9,-0.3,3.8,2.6,0.0,3.2,2.5
Fc1cccc(CSc2ccc3nnc(-c4cccnc4)n3n2)c1,15.0,3.2,1.1,-0.1,3.0,6.2,1.1,-0.1,-3.3
Cc1ccc(C(=O)c2ccccc2C(=O)OCC(=O)NC(=O)NC(C)(C)C)cc1,0.0,1.2,-5.0,2.7,0.3,-9.0,2.8,-6.4,-7.3
O=C(N[C@@H](Cc1ccccc1)C(=O)O)c1c(F)c(F)c(F)c(F)c1F,2.5,6.7,6.8,-1.5,1.6,3.4,4.8,1.4,5.5
Cc1ccc(-c2nnc(NCc3nc4ccccc4[nH]3)c3ccccc23)cc1S(=O)(=O)N1CCOCC1,13.5,-1.6,3.1,3.2,2.7,-27.1,-3.4,-1.3,-18.7
COCCn1cnc2cc(C)c(C)cc21,4.1,-3.3,-11.8,-0.3,-11.9,-0.9,5.2,-3.5,1.3
COC(=O)c1ccccc1NC(=O)C1CCCN(S(=O)(=O)c2ccc(OC)cc2)C1 (stereo unspecified),-4.7,9.8,-0.4,-0.5,-0.5,0.5,2.6,0.8,-2.7
Cc1cc(Br)cc(Cl)c1OCC(=O)N1CCN(C(=O)c2ccco2)CC1,-1.4,2.6,4.8,nt,2.7,5.7,2.8,-0.1,nt
CC(=O)c1ccc(NC(=O)c2c(C)nn(-c3ccccc3)c2Cl)cc1,9.1,1.0,4.8,-0.5,3.6,-11.1,-3.3,-3.4,0.2
COc1ccc(S(=O)(=O)N(C)CC(=O)N2CCN(C)CC2)cc1Cl,-5.4,-2.2,-1.2,-3.2,1.7,6.4,2.2,3.3,-0.9
O=C(N/N=C/c1ccc[nH]1)c1ccc([N+](=O)[O-])cc1,18.0,57.2*,4.5,0.9,3.8,-1.1,1.8,0.9,-2.2
CC(=O)Nc1ccc(S(=O)(=O)NNc2cccc(C)c2)cc1,10.3,2.1,14.2,-2.3,-2.7,-3.2,5.5,1.8,1.3
CCOC(=O)c1cc(-c2ccc(F)cc2)n(CC(=O)Nc2nccs2)c1C,1.2,-1.7,-5.0,-0.2,3.9,-1.0,-2.5,16.7,3.4
COc1ccc(N2C(=O)/C(=C\c3ccco3)N=C2SCC(=O)NC(C)(C)C)cc1Cl,-1.0,-1.9,1.1,2.4,2.1,-4.3,-5.4,7.9,-1.5
O=C1C=C(O)C(n2cncn2)C(c2ccc(F)cc2)C1 (stereo unspecified),-1.9,3.7,-4.7,-1.6,3.6,-2.7,-2.0,1.1,2.0
CCN(CC)C(=O)CN1CCN(Cc2ccc3c(c2)OCO3)CC1,1.2,-0.1,3.4,-3.1,5.7,-6.4,3.1,-10.2,-4.5
O=C(NC(=S)NCCc1ccccc1)C1CCCCC1,3.0,3.6,6.5,1.1,-0.6,-3.9,3.1,4.1,1.3
# The listing continues.
SMILES,AHR activator,GLD-1 RNA inh,MCL1 BIM primary,MEX-5 binding,BCLXL inh,PME-1 primary,PAFAH1B2 FP inh,pPAFAH FP inh,Fam108B counter
O=c1ccccn1Cc1c(F)cccc1Cl,0.4,-1.1,0.9,0.7,6.9,-0.8,3.8,2.7,-2.1
COc1cc(/C=C2/C(=O)N=C(N)N2C)cc(OC)c1OC,31.6,-2.3,0.7,-1.5,5.1,-15.4,-0.5,-8.6,-1.3
NC(=O)CSc1ccc(S(=O)(=O)N2CCCCC2)cn1,1.1,12.3,23.3,nt,27.7,-7.9,11.9,-7.7,nt
CCOC(=O)N1CCC(Nc2c(Nc3ccc(C)c(C)c3)c(=O)c2=O)CC1,16.5,6.8,4.3,1.8,5.4,17.8,1.5,8.7,6.0
CCc1ccccc1NC(=O)N[C@H](C(=O)O)C(C)CC (stereo partly specified),1.2,2.7,5.2,-0.9,3.7,-11.0,6.1,-0.9,-0.5
O=C(/C=C/c1ccc(S(=O)(=O)N2CCOCC2)cc1)NC(=S)NCCCn1ccnc1,16.1,9.9,5.4,-1.4,0.1,-1.4,1.9,4.0,-1.8
CCC(C)NC(=O)C1CCC(=O)N1CCc1ccccc1 (stereo unspecified),1.7,-6.0,17.3,-0.3,1.0,-3.0,-1.9,3.5,-1.6
COc1ccc2[nH]cc(CCNC(=O)C3CC(=O)N(c4ccc(Cl)cc4)C3)c2c1 (stereo unspecified),9.9,2.9,3.9,-3.0,7.0,0.3,1.8,4.8,4.1
COC(=O)CCNS(=O)(=O)c1ccc2ccccc2c1,-0.2,4.8,2.3,-0.5,2.5,1.2,2.0,-1.3,-7.4
Cc1ccc(F)c(NC=C2C(=O)OC(C)(C)OC2=O)c1,-1.9,-2.6,-2.9,-1.5,0.4,3.4,0.4,5.0,1.2
CCOc1cc(C(C(=O)NCC2CCCO2)N(C(=O)Cn2nnc3ccccc32)c2ccccc2OC)ccc1O (stereo unspecified),6.0,-3.5,4.0,-0.1,0.9,-7.0,1.7,0.3,-2.3
Cc1cc(OCC(=O)NCC(c2cccs2)N2CCOCC2)ccc1C(C)C (stereo unspecified),6.5,-1.0,4.0,-0.3,4.9,1.7,6.0,5.4,1.6
CC1(C)Cc2ccccc2C(Nn2cnnc2)=N1,-0.4,-4.5,10.8,2.3,7.2,4.0,-1.7,3.8,-1.7
O=C(COC(=O)c1ccc(Br)o1)Nc1cccc(S(=O)(=O)N2CCOCC2)c1,0.5,0.7,nt,nt,nt,nt,5.3,5.4,nt
Cc1ccc(/C=C(\C#N)c2nc3ccccc3[nH]2)s1,92.8*,-7.4,-5.5,-4.4,-5.0,-9.2,4.1,2.9,-9.6
CC(C)(C)NCC(O)COc1ccccc1C(=O)CCc1ccccc1 (stereo unspecified),-0.3,-0.6,-3.9,0.3,7.2,1.3,4.1,2.7,2.9
COc1ccc(NC(=O)Cc2c(F)cccc2Cl)cc1,3.6,3.9,-2.3,1.9,-0.9,3.0,0.3,-0.8,-3.3
N#C/C(C(N)=O)=C1/CCc2ccccc2N1,-2.2,-4.8,2.9,-4.5,4.7,2.8,9.6,2.0,6.2
Cc1cc(C(=O)N2CCC(Cc3ccccc3)CC2)no1,-2.5,-1.5,0.6,1.6,3.5,4.7,0.7,1.1,-1.0
CC(=O)c1sc(NC(=O)c2ccc(C(C)(C)C)cc2)nc1C,-6.2,-1.1,-5.8,-2.7,-5.5,-13.6,0.6,-1.2,-5.7
N=C1/C(=C\c2ccc(OC(=O)c3ccc(F)cc3)cc2)C(=O)N=C2SC(N3CCOCC3)=NN12,-1.5,-3.7,6.7,-4.0,-2.6,0.2,-3.2,16.8,-2.4
O=C(Nc1ccccc1)/C(=C\c1ccccc1)NC(=O)c1ccco1,4.4,2.8,3.3,-0.2,2.8,1.2,nt,7.0,-0.2
O=C(COC(=O)CNS(=O)(=O)c1cc(C(F)(F)F)ccc1Cl)NC1CC1,-0.5,0.3,nt,nt,nt,nt,6.7,-1.0,nt
CC1(C)CC(=O)C(C=NCCN2CCN(C3CC(=O)N(c4ccc(Br)cc4)C3=O)CC2)=C(O)C1 (stereo unspecified),2.3,0.5,-1.5,-0.5,1.4,-3.1,nt,-0.1,-2.4
COc1cccc(/C=N/NC(=O)c2ccccc2NC(=O)c2ccco2)c1OC,18.5,6.5,0.5,-2.9,7.3,-24.6,4.8,-1.1,-0.3
# Next part
SMILES,AHR activator,GLD-1 RNA inh,MCL1 BIM primary,MEX-5 binding,BCLXL inh,PME-1 primary,PAFAH1B2 FP inh,pPAFAH FP inh,Fam108B counter
O=C(NC(=S)Nc1ccccc1)c1csnn1,4.2,0.1,4.9,2.5,6.5,4.2,-1.1,5.6,3.4
O=C(c1ccc2c3n(nc2c1)-c1ccc(Cl)cc1CO3)N1CCOCC1,-11.0,-7.8,-1.7,0.1,-2.0,2.9,-3.0,-4.1,-5.2
O=C(CNC(=O)c1ccccc1F)OCn1nnc2ccccc2c1=O,0.9,0.2,-3.1,nt,1.5,0.7,-5.3,2.1,nt
O=C(NNC(=O)c1ccc(Br)o1)c1ccc(NC(=O)c2ccccc2)cc1,7.1,-1.0,2.0,0.7,3.4,-8.1,-2.9,-0.4,-5.1
Cc1cc(NC(=O)CSc2nnc(CNC(=O)c3ccccc3)o2)no1,5.9,-6.4,4.3,0.2,0.0,-2.0,-2.9,2.0,-4.1
Cc1cccnc1NC(=S)Nc1ccc(Cl)c(Cl)c1,25.0,3.7,4.4,0.5,1.3,-3.3,-0.9,1.1,-5.4
COCCn1c(SC2CCCCC2=O)nnc1-c1ccncc1 (stereo unspecified),1.0,1.2,-3.0,-0.6,-0.9,-1.5,-1.8,11.7,-2.9
O=C(O)CC1(CC(=O)Nc2ccc3ccccc3c2)CCCCC1,8.8,-2.8,0.0,1.6,7.1,-1.4,1.5,3.0,7.8
CS(=O)(=O)N(Cc1ccc(F)cc1)Cc1nc2ccccc2c(=O)[nH]1,7.1,-9.9,9.0,-0.5,7.5,-9.6,-0.7,-7.1,2.5
CCN(CC)CCNC(=O)C1c2cc(OC)c(OC)cc2C(=O)N(C)C1c1cccs1 (stereo unspecified),-0.4,2.2,-2.2,1.0,1.7,0.5,-1.7,4.6,1.2
CC1=CCn2c(=O)c3ccccc3c(=O)n2C1,4.2,0.8,8.0,-0.5,-0.9,-1.9,-1.7,-1.3,0.9
NS(=O)(=O)c1ccc(CCNc2ccnc3cc(Cl)ccc23)cc1,-0.5,6.4,1.2,0.4,4.5,-9.4,0.8,-3.4,1.8
COc1cccc(CNS(=O)(=O)c2cccc(S(=O)(=O)N3CCOCC3)c2)c1,-0.8,3.5,6.7,-1.1,3.3,4.4,1.8,0.4,11.0

# As entered above:
# `Cc1cc(NC(=O)CSc2nnc(CNC(=O)c3ccccc3)o2)no1` – MCL1 BIM primary = 4.3
# `O=C(NNC(=O)c1ccc(Br)o1)c1ccc(NC(=O)c2ccccc2)cc1` – GLD-1 RNA inh = -1.0
